# RORgamma inh: inhibitors of mouse ROR gamma transcriptional activity | P51450 | Drosophila S2 Gal4-RORgamma UAS-luciferase reporter, 20 h | Potency, µM (top dose mostly 53.6 µM), without a hit: at the top dose activity change, negative = inhibition, actives largely listed as inhibitors | 310,000 tested, 5.4% active; further: potency means the concentration at half of the fitted maximal effect; on the % scale 0 is the no-effect control and ±100 the full control effect; nearly all actives have a fitted effect of over 60% in size
# Target sequence (P51450 whole entry, looked up, the tested form may be a part): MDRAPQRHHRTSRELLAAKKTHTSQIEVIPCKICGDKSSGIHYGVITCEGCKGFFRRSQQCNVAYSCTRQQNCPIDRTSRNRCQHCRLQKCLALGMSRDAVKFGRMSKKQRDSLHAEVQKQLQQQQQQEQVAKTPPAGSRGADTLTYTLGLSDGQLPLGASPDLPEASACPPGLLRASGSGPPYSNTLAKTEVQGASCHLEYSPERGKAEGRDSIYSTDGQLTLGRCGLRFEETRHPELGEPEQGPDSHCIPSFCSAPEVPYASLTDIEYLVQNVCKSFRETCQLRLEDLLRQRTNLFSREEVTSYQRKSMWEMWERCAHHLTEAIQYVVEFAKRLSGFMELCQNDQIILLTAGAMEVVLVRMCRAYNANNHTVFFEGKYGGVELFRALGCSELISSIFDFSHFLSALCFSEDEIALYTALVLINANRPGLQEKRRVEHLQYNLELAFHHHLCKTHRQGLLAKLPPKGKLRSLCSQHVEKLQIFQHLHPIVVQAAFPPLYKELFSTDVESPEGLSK
#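 Using a luciferase readout, inhibitors were identified by reduced reporter activity in Drosophila cells coexpressing a copper-inducible Gal4–ROR gamma fusion and UAS-driven Photinus luciferase, incubated 20 hr after 700 uM copper sulfate.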
# BRCA1 expr up: BRCA1 expression activation. MCF7-BRCA1-FFLuc reporter, luminescence, 48 h; response scale: scaled: vehicle 0%, 10 µM genistein 100%. Potency, µM (top dose mostly 46.1 µM), for inactives: top-dose activation, hits mostly activators. 380,000 tested, 1.1% active; further: potency means the concentration at half of the fitted maximal effect; nearly all actives have a fitted effect of over 80% in size; some results filed as inactive show a strong effect at the top dose
#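 MCF7-BRCA1-FFLuc cells, 2000/well in phenol-red-free MEM, attached 2 h then treated 48 h at 37 C. Luciferase luminescence read 15 min after reagent; normalized to genistein maximum activation (10microM) and DMSO, concentration-response fitted.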
# NPC1 prom act: activates the NPC1 promoter; Huh7 NPC1 promoter luciferase reporter, 24 h; Potency, µM (series often up to 9.22 µM), inactives show at the top dose activation, actives largely listed as activators; 320,000 tested, 2.4% active; AID 485313;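 further: potency means the concentration at half of the fitted maximal effect; % of control where 0% means no effect; nearly all actives have a fitted effect of over 60% in size; reporter is driven by a mutant NPC1 promoter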
#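 Quantitative HTS used a cell-based reporter: Huh7 cells stably bearing the NPC1 promoter upstream of luciferase were treated with compounds for 24 h, and promoter activation was read as luminescence.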
# PKM2 act: PKM2 (human) enzyme activation. purified PKM2, Kinase-Glo ATP luminescence, activation; response scale: 0% is enzyme alone, no compound. 260,000 tested, 0.34% active. Potency, µM (titrated, usually from 57.5 µM), for inactives: at the top dose activation, most hits filed as activators. P14618; further: potency means the concentration at half of the fitted maximal effect; on the % scale 0 is the no-effect control and ±100 the full control effect; nearly all actives have a fitted effect of over 55% in size
# Target sequence (P14618 whole entry, looked up): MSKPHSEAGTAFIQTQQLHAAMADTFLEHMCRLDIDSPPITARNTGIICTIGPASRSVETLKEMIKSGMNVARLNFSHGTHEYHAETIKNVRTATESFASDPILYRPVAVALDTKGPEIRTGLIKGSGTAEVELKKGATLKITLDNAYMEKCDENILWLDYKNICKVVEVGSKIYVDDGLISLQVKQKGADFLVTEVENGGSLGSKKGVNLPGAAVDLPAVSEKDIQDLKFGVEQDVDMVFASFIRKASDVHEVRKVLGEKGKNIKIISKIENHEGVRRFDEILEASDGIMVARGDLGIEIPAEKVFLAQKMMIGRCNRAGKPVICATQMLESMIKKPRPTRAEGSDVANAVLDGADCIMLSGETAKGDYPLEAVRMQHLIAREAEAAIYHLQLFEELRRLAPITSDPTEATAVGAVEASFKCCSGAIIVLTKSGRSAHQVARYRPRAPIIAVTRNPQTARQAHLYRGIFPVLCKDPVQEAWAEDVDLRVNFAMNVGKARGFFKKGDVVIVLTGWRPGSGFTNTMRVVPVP
#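 Purified hPK-M2 (>95%) run at intermediate activity with 0.1 mM ADP and 0.5 mM PEP in 50 mM imidazole pH 7.2, KCl, MgCl2; 1 h room temperature. ATP formed read by Kinase-Glo luminescence; normalized to uninhibited and no-enzyme controls.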
# Gal4-VP16 FLuc: Gal4-VP16 reporter inhibition counter-screen | Potency, µM (highest dose often 53.6 µM), without a hit: at the highest dose activity, negative = inhibition, most hits filed as inhibitors | 310,000 tested, 3.5% active | AID 2546 | Drosophila S2 Gal4-VP16 UAS-luciferase, luminescence, 20 h;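 further: Gal4-VP16 expression switched on by copper sulfate through the metallothionein promoter; potency means the concentration at half of the fitted maximal effect; on the % scale 0 is the no-effect control and ±100 the full control effect; nearly all actives have a fitted effect of over 50% in size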
# Giardia killer: Giardia lamblia killing. Giardia lamblia trophozoite viability. activity change, % at 7.66 µM, hits read low. 340,000 tested, 0.15% active. AID 540267; in the data active means activity change below about -80%; inconclusive means between about -30% and that limit;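 further: parasites exposed to compound for two days anaerobically before the ATP read; on the % scale 0 is the no-effect control and ±100 the full control effect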
#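 Giardia lamblia trophozoites (100 cells/well) were incubated with compounds for 48 h at 37 deg C under anaerobic conditions. Viability was read as ATP content by one-step luminescence after 15-30 min at room temperature.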
# p53 reactivation: restores transcriptional activity of mutant p53; H1299 p53-A138V BP100-luciferase reporter, luminescence, 24 h; Potency, µM (doses to about 92.2 µM), for inactives: at the highest dose activity change, positive = activation, usual class: activators; 320,000 tested, 0.063% active; AID 504706; further: potency means the concentration at half of the fitted maximal effect; % of control where 0% means no effect; nearly all actives have a fitted effect of over 45% in size
#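 p53-null H1299 cells stably carrying temperature-sensitive p53-A138V and a BP100-luciferase reporter were pinned with compounds (4-point, 1:5 series) and held 24 hrs at 37 deg C. Luminescence was read 10 min after detection reagent.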
# Rab9 promoter act: activates the Rab9 promoter; Potency, µM (series often up to 9.22 µM), for the others: at the top dose activation, negative = inhibition, most hits filed as activators; AID 485297; Huh7 Rab9 promoter-luciferase reporter, luminescence, 24 h; 320,000 tested, 2.8% active; further: potency means the concentration at half of the fitted maximal effect; % of control where 0% means no effect; nearly all actives have a fitted effect of over 60% in size
#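 Luciferase signal after 10 min detection reagent at ambient indicates Rab9 promoter upregulation; stably transfected Huh7 cells were treated 24 h with compound in DMSO at 37 °C, 5% CO2.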
# Menin-MLL TR inh: inhibitors of human menin-MLL interaction, mutant MLL peptide | 270,000 tested, 0.23% active | Menin + Texas Red MLL mutant peptide, fluorescence polarization | AID 1768 | O00255 | Potency, µM (highest dose often 61.6 µM), without a hit: at the top dose FP activity change, negative = inhibition, actives largely listed as inhibitors; active means well fitted inhibition curve with a large enough effect in the polarisation, with a control signal flat, not every such curve was filed as active; inconclusive means small, poorly fitted or top-dose-only effect, or effect the other way, or a change in a side signal; inactive means no such curve, though single readings can be large or run the other way; the % refers to the polarisation; further: potency means the concentration at half of the fitted maximal effect; % of control where 0% means no effect; many of its hits are not listed in these tables
# ELG1 genotox: induces genotoxicity in HEK293T cells with luciferase-tagged ELG1; 330,000 tested, 1.3% active; AID 504466; HEK293T ELG1-luciferase reporter, luminescence, 16 h; Potency, µM (highest dose often 46 µM), inactives show at the highest dose activity change, positive = activation, hits mostly activators; further: potency means the concentration at half of the fitted maximal effect; % of control where 0% means no effect; nearly all actives have a fitted effect of over 60% in size
#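 DMSO vehicle served as control against compound-treated ELG1-luciferase HEK293T cells; exposure lasted 16 hr at 37 °C and 5% CO2, followed by ONE-Glo luminescence detection after 30 min.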
# FLuc modulator: counter-screen for miR-21 project: firefly luciferase inhibitors or activators; Potency, µM (doses to about 57.5 µM), inactives show at the top dose activity change, negative = inhibition, hits mostly inhibitors; AID 588342; purified FLuc, Km substrates, luminescence inhibition; P08659; 360,000 tested, 6.9% active;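 further: potency means the concentration at half of the fitted maximal effect; plate controls were vehicle for no effect and reference inhibitor for full effect; nearly all actives have a fitted effect of over 55% in size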
#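 Purified P. pyralis luciferase (10nM final) with 10uM D-luciferin and 10uM ATP (Km levels) in 50mM Tris acetate pH 7.5, 10mM Mg acetate, 0.01% Tween-20, 0.05% BSA; qHTS 6-point titration, ~60 µM downward; luminescence read.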
# Starred values were filed as active, the others as inactive; ? = inconclusive; nt = no result given; & = joins results of further samples; [ ] = remark or other dose. Unless noted, the call rests on the fitted dose curve; in most records, active means well fitted curve in the direction sought with a large enough effect; inconclusive means small, poorly fitted or top-dose-only effect, or another doubt; inactive means no such curve, though single readings can be large; an effect the other way counts as inactive or inconclusive. Some of the compounds tested (hit frequency here may not be typical).
# The line under a structure holds: RORgamma inh, BRCA1 expr up, NPC1 prom act, PKM2 act, Gal4-VP16 FLuc, Giardia killer, p53 reactivation, Rab9 promoter act, Menin-MLL TR inh, ELG1 genotox, FLuc modulator
- COC(=O)CN(c1ccc(OC)cc1)S(=O)(=O)c1c(C)noc1C
 : -15%, 3%, -1%, 6%, -2%, -11, -6%, 2%, 0%, 0%, 2%
- CCOP(=O)(OCC)C(NC(=O)Nc1cccc(Cl)c1)C(N)=O (configuration not stated)
 : -28%, -9%, 1%, -17%, -20%, -7, -20%, -3%, -3%, 2%, -3%
- COC(=O)c1ccc(NC2=CC(=O)CC(C)(C)C2)cc1
 : 17%, -68%, -1%, -3%, -1%, 8, 8%, 7%, 5%, 4%, -4%
- COc1ccc2nc(N3CCN(C(=O)C4COc5ccccc5O4)CC3)sc2c1 (configuration not stated)
 : nt, ?, 2.8µM*, nt, nt, 0, ?, 2µM*, nt, 9%, 6µM*
- C=C(C)COc1ccc2c(CC)cc(=O)oc2c1
 : ?, 15%, 1%, ?, 5%[10 µM], 4, -1%, 1%[1.84 µM], ?, 2%, -19%
- CCCCN(CC)CCNC(=O)c1cn(CCOC)c(=O)c2c1c1ccccc1n2C
 : -8%, -21%, -1%, nt, -10%, -5, 2%, -19%, -15%, 2%, 0%&1%
- COc1ccccc1/C=C1/C(=O)N(c2ccccc2)N=C1C
 : -18%, -10%, -1%, nt, -1%, -10, 0%, 0%, -24%, 0%, 27µM*
- Cc1cccc(OCCn2c(=S)[nH]c3ccccc32)c1
 : 1.3µM*, -32%, 0%, -20%, 1.6µM*, 11, ?, 12%, 8%, 1%, ?
- C[C@@H]1NC(=O)OC1c1ccco1 (some centres not stated)
 : nt, 9%, -4%, nt, nt, -22, 2%, -2%, nt, 1%, 2%
- CC(C)CCNC(=O)c1ccc2c(c1)ncn2C1CCCC1
 : -1%, 7.1µM*, 4%, -5%, 11%, 10, 24%, -4%, 1%, ?, ?
- COC(=O)c1cccc(Oc2nc3c(c(=O)n(C)c(=O)n3C)n2C(C)C)c1
 : -13%, 4%, 2%, -4%, -5%, -23, -4%, -2%, -13%, 17%, 6%
- O=C1CN(CC(=O)Nc2ccc(SC(F)F)cc2)CCN1
 : 20%, 15%, 0%, 0%, 3%, -12, 3%, -1%, 7%, 1%, 0%
- Cc1cccc(OCC(=O)N/N=C/CC(C)c2ccccc2)c1C (configuration not stated)
 : -35%, -14%, -1%, 0%, -14%, 8, 1%, -4%, -3%, 2%, 2%
- CCOC(=O)CSc1nc2c(c(=O)[nH]1)C(C)(CC)Cc1ccccc1-2 (configuration not stated)
 : -11%, -60%, -8%, nt, 7%, 20, -4%, -10%, ?, ?, 5%
- Cc1cccc(NC(=S)N2CCC(c3nc4ccccc4o3)CC2)c1
 : 7.1µM*, 12%, -11%, 2%, 8%[10 µM], -12, 9%, -2%, 14%, -7%, 3%
- CCOC(=O)NC(=O)CSc1nnnn1-c1ccc(C)cc1
 : -18%, 1%, 1%, 6%, -2%, 9, -5%, -4%, 7%, 8%, 5%
- COc1ccc(-c2cc(C(=O)N3CCOCC3)no2)cc1OC
 : -8%, 75%, ?, 1%, 12%, -8, ?, 22%, -18%, ?, ?
- Cc1cc(C)nc(NS(=O)(=O)c2ccc(NC(=O)C3CC3)cc2)n1
 : 3%, -4%, 3%, nt, 7%, 4, -2%, 1%, 3%, 4%, 0%
- O=C(O)c1ccc(/C=C(\c2nc3ccccc3[nH]2)c2nc3ccccc3s2)cc1
 : -3%, -10%, 2%, 0%, 9%, -22, 21%, -1%, nt, -7%, 15µM*
- CCC1(c2ccccc2)NC(=O)N(CC(=O)Nc2cccc(S(=O)(=O)N3CCCC3)c2)C1=O (configuration not stated)
 : nt, -1%, -2%, nt, nt, -1, -2%, -4%, nt, -3%, 0%

# (continued)
# The line under a structure holds: RORgamma inh, BRCA1 expr up, NPC1 prom act, PKM2 act, Gal4-VP16 FLuc, Giardia killer, p53 reactivation, Rab9 promoter act, Menin-MLL TR inh, ELG1 genotox, FLuc modulator
- Cc1ccc(C)c(OCc2cc(C(=O)N(C)Cc3nccs3)no2)c1
 : 40%, 96%, 22%, -12%[0.46 µM], ?, -1, ?, 25%, -7%, 12%, ?
- CCC(C)(C)C(=O)Nc1ccc(OC)cc1[N+](=O)[O-]
 : -3%, 0%, 0%, 2%, -16%, 39[activator], 3%, -4%, ?, 2%, -1%
- Cc1ccc(S(=O)(=O)N2CCOCC2)cc1NC(=O)CN(C)C1CCS(=O)(=O)C1 (configuration not stated)
 : ?, 31%, 1%, 7%, -1%, 7, 2%, -2%, nt, 2%, 6%
- Nc1nc(CSC(=S)N2CCN(c3ccccc3)CC2)nc(Nc2ccccc2)n1
 : 2%, -58%, -2%, -5%, -6%, -9, 0%, -3%, 1%, -4%, -1%
- Cc1ccc(NC(=O)c2cccc(N3C(=O)CCC3=O)c2)nc1
 : ?, 1%, 4%, -14%, -7%, -22, 15%, ?, 0%, 0%, -10%[2.3 µM]
- CC(NC(=O)COC(=O)CNS(=O)(=O)/C=C/c1ccccc1)c1ccccc1 (configuration not stated)
 : nt, 29%, 7%, nt, nt, 1, -3%, -5%, nt, -1%, -1%
- CC(=O)Nc1cccc(S(N)(=O)=O)c1C
 : 1%, 0%, -1%, 2%, -10%, 18, 3%, 4%, nt, 0%, 1%
- CCn1c(COc2cccc3cccnc23)nnc1SCC(=O)O
 : -16%, 2%, -5%, 3%, -2%, -11, -3%, 2%, -1%, 1%, 1%
- CC1CCN(c2ccccc2NC(=S)NC(=O)c2ccc(-c3cccc([N+](=O)[O-])c3)o2)CC1
 : 1µM*, 4%[1.84 µM], -1%, -7%, -3%, -4, 29%, -1%, 20%, 2%, 1%
- COc1cc(/C=C(\C#N)c2nc(-c3cc4ccccc4oc3=O)cs2)ccc1O
 : 17%, -24%, 0%, 1%, -12%, 0, -3%, -7%, ?, 5%, 0%
- O=C(NC1CCCCC1)c1cccc(COCC(F)(F)F)c1
 : ?, 3%, -1%, -15%, -21%, 17, 5%, 1%, 1%, -1%, -13%
- COCCn1c(=O)c2c(nc3n2CCN3c2ccc(C)cc2)n(C)c1=O
 : -16%, nt, 0%, -2%, -1%, nt, 5%, -11%, 1%, 2%, 5%
- O=S1(=O)C=C(SCc2cccc(Cl)c2)Nc2ccccc21
 : 33%, -26%, 0%, 2%, -1%, -4, -2%, -12%, -6%, -7%, 3%
- CCn1c(SCc2nc(-c3ccccc3)no2)nnc1-c1cccs1
 : 29%, -14%, 1%, -2%, -4%, 6, 2%, -5%, -3%, -4%, -9%
- CCOc1ncccc1C(=O)OCC(=O)c1ccc(F)cc1
 : 44%, 29%, ?, -7%, 14%, 15, 1%, 1%, -4%, -3%, ?
- CCC(c1nnc(SCC(=O)Nc2ccc(C(=O)Nc3ccccc3OC)cc2)o1)N(C)C (configuration not stated)
 : -19%, -24%, 0%, -12%, 26%, 1, 3%, 2%, ?, 0%, 6%
- CC(C)OCCCNC(=O)c1cc2c(=O)n(C)c3ccccc3c2n1C
 : 2%, -3%, -2%, 0%, -3%, -21, -6%, -4%, -8%, 3%, 1%
- Cc1cnc(C(=O)NCc2ccc(F)cc2)cn1
 : ?, 13%, 1%, nt, 7%, -2, -1%, 9%, -1%, 2%, -1%
- CN1CCN(S(=O)(=O)c2ccc(NC(=O)Cc3cccs3)cc2)CC1
 : -5%, 1%, -3%, -4%, -1%, -10, -2%, 0%, 20%, 4%, 0%
- COc1ccccc1NS(=O)(=O)c1ccc(O)c(C(=O)OCC(=O)N2c3ccccc3CC2C)c1 (configuration not stated)
 : ?, -22%, -7%, 7%, -1%, 59[activator], -6%, 10%, -20%, 4%, -19%
- O=C(COC(=O)c1n[nH]c2ccccc12)NC(=O)NC1CCCC1
 : 27%, -18%, -1%, -3%, -2%, -2, -2%, 5%, 10%, -3%, 0%

# Random excerpt: two compounds from above
# The line under a structure holds: RORgamma inh, BRCA1 expr up, NPC1 prom act, PKM2 act, Gal4-VP16 FLuc, Giardia killer, p53 reactivation, Rab9 promoter act, Menin-MLL TR inh, ELG1 genotox, FLuc modulator
- COC(=O)c1cccc(Oc2nc3c(c(=O)n(C)c(=O)n3C)n2C(C)C)c1
 : -13%, 4%, 2%, -4%, -5%, -23, -4%, -2%, -13%, 17%, 6%
- CC1CCN(c2ccccc2NC(=S)NC(=O)c2ccc(-c3cccc([N+](=O)[O-])c3)o2)CC1
 : 1µM*, 4%[1.84 µM], -1%, -7%, -3%, -4, 29%, -1%, 20%, 2%, 1%
